Bioassay records as filed in PubChem BioAssay.
HTT aggregate: inhibitors of mutant huntingtin aggregate formation in PC12 cells | 1.1% of 220,000 active | PC12 HttQ103-GFP aggregates, Acumen cytometry, 40 h | Potency, µM (titrated, usually from 46.1 µM), for the others: at the top dose activity change, negative = inhibition, usual class: inhibitors; also: potency is read from the fitted curve at half-maximal effect; % is scaled to controls: 0 for no effect and ±100 for the full control effect; nearly all actives have a fitted effect of over 60% in size
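Huntingtin Q103 exon 1–GFP aggregates in induced PC12 cells (100 nM tebufenozide) were quantified by cytometry from lysates, with compounds dosed in titration.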
HTT ATP protect: cytoprotection in Huntington HTT-Q103 PC12 cell model; Potency, µM (doses to about 56.4 µM), for the others: cytoprotection (ATP increase), hits mostly activators; PC12 HTT-Q103 induced, cytoprotection, ATP luminescence, 40 h; AID 1471; 0.14% of 230,000 active;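 also: potency is read from the fitted curve at half-maximal effect; % of control where 0% means no effect; nearly all actives have a fitted effect of over 45% in size; toxic huntingtin expression switched on by the ecdysone agonist tebufenozide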
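Readout: ATPlite luminescence (ATP level). Model: stable PC12, inducible Htt exon1 Q103-GFP. Inducer: tebufenozide, 100 nM final. Compounds: dose series. No G418 in medium.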
CBFb RUNX1 block: CBF-beta/RUNX1 interaction disruption. Q01196+Q13951. AlphaScreen CBFb-His/RUNX1-biotin binding, biochemical. Potency, µM (titrated, usually from 59.8 µM), inactives show top-dose activity, negative = inhibition, usual class: inhibitors. 230,000 tested, under 10 active. AID 1477; also: % of control where 0% means no effect
Target sequence (Q01196 whole entry, looked up): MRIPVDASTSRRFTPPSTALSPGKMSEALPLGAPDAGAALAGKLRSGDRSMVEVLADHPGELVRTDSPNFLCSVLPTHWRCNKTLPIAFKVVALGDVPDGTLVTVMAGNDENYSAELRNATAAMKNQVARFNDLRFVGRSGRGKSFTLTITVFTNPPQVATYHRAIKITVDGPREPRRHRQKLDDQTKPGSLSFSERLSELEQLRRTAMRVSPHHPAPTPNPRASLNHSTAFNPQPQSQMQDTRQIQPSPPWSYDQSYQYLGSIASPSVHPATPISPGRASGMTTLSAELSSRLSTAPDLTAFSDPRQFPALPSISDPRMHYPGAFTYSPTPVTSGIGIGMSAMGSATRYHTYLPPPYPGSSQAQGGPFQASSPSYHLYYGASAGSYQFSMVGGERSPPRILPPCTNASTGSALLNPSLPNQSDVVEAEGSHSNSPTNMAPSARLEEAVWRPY
Target sequence (Q13951 whole entry, looked up): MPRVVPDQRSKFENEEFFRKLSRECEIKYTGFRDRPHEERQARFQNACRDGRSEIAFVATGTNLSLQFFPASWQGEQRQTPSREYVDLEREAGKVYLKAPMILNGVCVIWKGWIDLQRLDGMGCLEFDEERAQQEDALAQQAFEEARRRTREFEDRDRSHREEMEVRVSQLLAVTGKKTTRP
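Read-out: AlphaScreen. Format: His-CBF-beta with biotinylated RUNX1 (30 nM each) preincubated 20 min, compound 15 min, Ni-chelate plus streptavidin beads 90 min; room temperature throughout.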
GAA spleen mod: inhibits or activates alpha-glucosidase in human spleen homogenate. 0.006% of 240,000 active. P10253. Potency, µM (titrated, usually from 79.9 µM), without a hit: at the highest dose activity change, negative = inhibition, most hits filed as inhibitors. AID 2112. human spleen homogenate, 4-MU-alpha-glucoside fluorescence;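 also: potency is read from the fitted curve at half-maximal effect; 0% = enzyme with vehicle and -100% = no enzyme basal signal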
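Compounds were titrated against alpha-glucosidase in spleen homogenate at pH 5.0, with 1 mM 4-methylumbelliferyl substrate for 40 min at 37 C. Reactions were quenched with pH 10 NaOH/glycine and fluorescence measured.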
GAA glycogen mod: GAA glycogen-cleavage inhibition or activation | AID 2100 | recombinant GAA, glycogen substrate, Amplex Red glucose oxidase fluorescence | P10253 | 0.38% of 300,000 active | Potency, µM (doses to about 76.4 µM), without a hit: top-dose activity change, negative = inhibition, usual class: inhibitors;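 also: potency is read from the fitted curve at half-maximal effect; 0% = full enzyme reaction and -100% = no-enzyme basal signal; the screen sought inhibitors and activators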
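Natural-substrate format: glycogen cleavage by 4 nM human enzyme, glucose read by Amplex Red coupling (Ex 573, Em 610 nm). Normalized to enzyme and no-enzyme controls.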
Lamin A splicing: modulators of lamin A splicing; AID 1487; HeLa LMNA splicing GFP/RFP minigene ratio, 48 h; Potency, µM (series often up to 46.1 µM), without a hit: at the top dose ratio change, negative = inhibition, actives largely listed as inhibitors; 0.01% of 200,000 active; active = well fitted inhibition curve with a large enough effect in the signal ratio, with a control signal flat, not every such curve was filed as active; inconclusive = small, poorly fitted or top-dose-only effect, or effect the other way, or a change in a side signal; the % refers to the signal ratio; also: potency is read from the fitted curve at half-maximal effect; % is scaled to controls: 0 for no effect and ±100 for the full control effect
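S3 HeLa stable clones carrying a lamin A-EGFP splicing minigene plus DsRed2 were seeded at 600 cells/well in Opti-MEM with 2% FBS, pin-dosed and incubated 48 h at 37°C. Acumen cytometry (488 nm) gave the GFP/RFP total-intensity ratio.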
GAA inh: inhibitors of human lysosomal alpha-glucosidase. 0.005% of 200,000 active. purified human GAA, 4-MU-alpha-glucoside fluorescence. P10253. Potency, µM (doses to about 76.9 µM), for inactives: at the top dose activity change, negative = inhibition, actives largely listed as inhibitors. AID 1466;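 also: potency is read from the fitted curve at half-maximal effect; plate controls were uninhibited enzyme wells for no effect and no-enzyme background for full effect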
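Human alpha-glucosidase, 4 nM, pre-mixed with test compounds before 400 uM 4-methylumbelliferyl substrate; 20 min room temperature at pH 5.0. Fluorescence read after pH 10 stop; AC50 values from Hill-equation fits.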
* hit, by the source's call; ? = inconclusive; nt = not tested or not shown; & = joins results of further samples; [ ] = remark or other dose. Unless noted, calls follow the shape of the dose curve; as a rule, active = well fitted curve in the direction sought with a large enough effect; inconclusive = small, poorly fitted or top-dose-only effect, or another doubt; inactive = no such curve, though single readings can be large; an effect the other way counts as inactive or inconclusive.

(1) Cc1cc(NS(=O)(=O)c2ccc(NC(=O)c3cc4cc(Br)ccc4oc3=O)cc2)no1
(2) CCOC(=O)c1cc2c(ccn2C)n1Cc1ccc(C#N)cc1
(3) Cc1cccc(NC(=O)CSc2nnc(-c3ccco3)o2)c1C
(4) O=C1CCCN1CCCNC(=S)Nc1ccc(F)c(Cl)c1
(5) CCOC(=O)c1ccc(NS(=O)(=O)N2CCCCCC2)cc1
(6) O=S(=O)(Nc1ccc2cn[nH]c2c1)c1ccc(Cl)s1
(7) C=C1CCN([C@H](C(=O)NCc2ccccc2)C(C)C)S(=O)(=O)c2ccccc21
(8) Cc1c(Cl)cccc1NC(=O)COC(=O)CCc1nc2ccccc2n1-c1ccccc1

assay / compound	1	2	3	4	5	6	7	8
HTT aggregate	-1.9%	-2.2%[9.22 µM]	-5.3%[9.22 µM]	25.5%	-17.3%	-1.9%	28.9%[9.22 µM]	-8.9%
HTT ATP protect	3.9%	0.7%[10 µM]	-15.0%	-33.6%[inhibitor]	2.2%	-19.5%	18.5%[10 µM]	12.5%[10 µM]
CBFb RUNX1 block	7.2%	?	0.5%	-3.5%	3.0%	-1.2%	2.9%	5.1%
GAA spleen mod	-12.3%	2.1%	-5.2%	0.2%	-6.2%	2.5%	-3.8%	-20.1%
GAA glycogen mod	5.1%	-20.5%	5.8%	-14.0%	-7.3%	4.0%	-0.3%	-5.8%
Lamin A splicing	nt	nt	-1.4%	nt	-3.2%	?	nt	-16.2%
GAA inh	3.5%	-1.2%	-0.2%	7.5%	-6.3%	6.3%	nt	6.3%

(9) NC(=O)c1ccc(NC(=O)COC(=O)c2cccc(Oc3ccccc3)c2)cc1
(10) CCCCC(CC)CNC(=O)CC1Nc2c3ccccc3nc(=S)n2C1=O (centres undefined)
(11) COc1ccccc1-n1cnc2cc(NCc3ccccn3)ccc21
(12) Nc1nc2n(n1)C(c1ccc(F)cc1)CC(c1ccc(F)cc1)N2 (centres undefined)
(13) CCc1nnc2sc(-c3ccc(NC(=O)c4ccco4)cc3)nn12
(14) C/C=C\C(=O)Nc1cccc(C2=NOC3(C2)C[C@@H](C(N)=O)N(C(=O)CC(c2ccccc2)c2ccccc2)C3)c1 (some centres undefined)
(15) Cc1cccc(N2CC(C(=O)OCc3ccc([N+](=O)[O-])cc3)CC2=O)c1 (centres undefined)
(16) Cc1ccc(-c2nc3ncccn3c2NC2CCCC2)o1

assay / compound	9	10	11	12	13	14	15	16
HTT aggregate	1.6%	-5.5%	-17.8%	4.1%	-28.1%	-10.2%[9.22 µM]	0.1%	4.4%
HTT ATP protect	-11.7%[10 µM]	?	-28.5%	2.8%	-40.6%[inhibitor]	-3.0%[10 µM]	17.5%[10 µM]	12.8%
CBFb RUNX1 block	3.6%	5.0%	?	-0.2%	-3.1%	-15.1%	-2.7%	4.8%
GAA spleen mod	-8.4%	-3.6%	-14.3%	-0.5%	-2.8%	1.5%	-10.7%	-3.1%
GAA glycogen mod	3.4%	-9.2%	?	10.1%	13.6%	-11.6%	-15.6%	14µM*
Lamin A splicing	0.3%	nt	3.9%	0.3%	8.0%	nt	?	?
GAA inh	3.8%	2.2%	-8.4%	3.7%	0.4%	nt	2.2%	5.3%

(17) CN(C(=O)c1ccc2c(c1)CCN2S(C)(=O)=O)c1ccccc1
(18) CCc1ccc(NC(=O)COC(=O)CCc2nc3cc(S(=O)(=O)N(CC)CC)ccc3n2C)cc1
(19) COc1cc(OC)cc(C(=O)NC(=S)Nc2ccc3c4c(cccc24)CC3)c1
(20) Cc1nc2c(c3c1[nH]c1ccccc13)C(O)CC(C)(C)C2 (centres undefined)
(21) Cc1ccccc1NCC(=O)N/N=C/c1c(C)c(C(=O)c2ccc(Cl)cc2)n2ccccc12
(22) CCNc1nc(NC(C)C)nc(N(C#N)C(C)C(=O)N(C)C)n1 (centres undefined)
(23) CCOc1ccc(CN2CCN(S(=O)(=O)c3ccc(NC(C)=O)cc3)CC2)cc1
(24) COc1ccc(N(CC(=O)Nc2cc(C)ccc2C)S(=O)(=O)c2ccccc2[N+](=O)[O-])c(OC)c1

assay / compound	17	18	19	20	21	22	23	24
HTT aggregate	-4.3%[9.22 µM]	11.8%	4.6%	-15.5%	27.8%	-11.2%	?	nt
HTT ATP protect	-0.4%	3.6%[10 µM]	13.1%[10 µM]	16.3%[0.074 µM]	34.6%[10 µM]	-11.5%[10 µM]	nt	nt
CBFb RUNX1 block	-5.8%	4.9%	4.6%	4.3%	-12.1%	-2.9%	3.3%	1.1%
GAA spleen mod	-5.5%	-4.9%	-1.4%	7.6%	2.1%	5.3%	0.4%	-2.7%
GAA glycogen mod	-4.3%	-3.3%	-1.5%	-1.4%	-3.1%	9.9%	-11.7%	-14.2%
Lamin A splicing	-12.6%[46 µM]	-8.2%	-2.2%	?	-3.8%	-15.0%	nt	nt
GAA inh	3.4%	?	-7.0%	14.2%	-5.4%	5.1%	-19.2%	8.5%

(25) CCC1(C)Cc2ccccc2C(Nc2c(C)n(C)n(-c3ccccc3)c2=O)=N1 (centres undefined)
(26) C=CCNC(=S)NNc1nc(Nc2ccccc2)nc(N2CCCCC2)n1
(27) O=c1oc2cc(OCc3c(F)cccc3Cl)ccc2cc1-c1ccccn1
(28) CC(Sc1nc2cc([N+](=O)[O-])ccc2n1-c1cccc(C(F)(F)F)c1)C(=O)NC(N)=O (centres undefined)
(29) COc1ccc(N2CCN(C(=O)c3ccc(CSc4ccccc4)cc3)CC2)cc1
(30) O=C(COC(=O)c1cc(=O)[nH]c(=O)[nH]1)Nc1cccc(S(=O)(=O)N2CCOCC2)c1
(31) NC(=O)c1oc2ccccc2c1NC(=O)C1CCCCC1
(32) CC(=O)N1CN(C2CCCC2)Cc2c1sc1c2CCCC1

assay / compound	25	26	27	28	29	30	31	32
HTT aggregate	19.1%	5.5%[9.22 µM]	12.6%	23.7%	-3.1%	-8.1%	?	-10.3%
HTT ATP protect	14.1%[10 µM]	13.0%[10 µM]	25.8%	2.7%[10 µM]	-4.4%[0.074 µM]	-21.7%	-21.4%	20.6%[10 µM]
CBFb RUNX1 block	1.6%	-6.4%	-1.0%	-5.7%	3.2%	16.4%	6.1%	10.8%
GAA spleen mod	2.0%	-9.4%	-6.1%	5.2%	-1.5%	-19.9%	-9.5%	1.1%
GAA glycogen mod	17.2%	15.7µM*	2.4%	0.1%	0.7%	-6.0%	0.3%	14.4%
Lamin A splicing	8.2%	5.6%[46 µM]	6.6%[0.0737 µM]	-2.2%	-6.3%	nt	-13.6%	-9.7%
GAA inh	-1.8%	7.6%	5.7%	9.4%	2.9%	-14.9%	-5.7%	-0.9%

(33) O=C(CCS(=O)(=O)c1cccc2nsnc12)N1CCN(c2ccccc2F)CC1
(34) CCCOc1cccc(C(=O)N(Cc2ccc(OC)c(OC)c2)C2CCS(=O)(=O)C2)c1 (centres undefined)
(35) CC1CCCN(C/C=C/c2ccccc2[N+](=O)[O-])C1 (centres undefined)
(36) CC(=O)Oc1ccccc1N(C(C)=O)S(=O)(=O)c1ccc2ccccc2c1
(37) Cc1ccccc1Cn1c(=O)n(CCCC(=O)NCc2ccco2)c(=O)c2sccc21
(38) CCCn1c(=O)c2[nH]c(-c3ccc(OCC(=O)Nc4ccc(C#N)cc4)cc3)nc2n(CCC)c1=O
(39) O=c1[nH]ccc2c([N+](=O)[O-])cccc12
(40) O=S1(=O)N=C2CCCCCN2C(c2ccncc2)N1 (centres undefined)

assay / compound	33	34	35	36	37	38	39	40
HTT aggregate	-10.0%	21.6%	5.3%	4.2%[9.22 µM]	-7.1%	nt	16.6%	1.1%
HTT ATP protect	13.6%[10 µM]	4.1%	2.2%	7.1%[10 µM]	-10.9%	-18.5%[1.9 µM]	-23.2%	6.0%[10 µM]
CBFb RUNX1 block	-0.7%	7.2%	-1.2%	-8.5%	-10.9%	16.4%&0.7%	0.7%	-1.4%
GAA spleen mod	-3.1%	-5.2%	4.7%	-0.5%	-6.5%	-0.9%&11.0%	-16.1%	-4.9%
GAA glycogen mod	?	3.7%	0.3%	-3.9%	-6.1%	nt	2.1%	17.9%
Lamin A splicing	1.4%	12.6%	12.1%	nt	11.9%	?	-13.1%[46 µM]	-0.8%
GAA inh	-5.9%	1.8%	-3.6%	1.8%	-3.5%	nt	-4.4%	-3.5%

(41) Cc1ccc(-n2c(C)nnc2SCC(=O)Nc2ccccc2)cc1
(42) Cc1cccc(NC(=S)Nc2ccccn2)c1C
(43) O=C(CN1CCN(c2ncccn2)CC1)Nc1ccccc1C(F)(F)F
(44) Cc1cc(C(F)(F)F)c(C#N)c(SCC(=O)Nc2nc3ccccc3s2)n1
(45) CCOC(=O)C1=C(O)CSC1=Nc1ccccc1
(46) Cc1sc2nc(Cc3ccccc3)[nH]c(=O)c2c1-c1ccccc1
(47) O=C(Cn1nc([N+](=O)[O-])nc1Br)NC(c1ccccc1)c1ccccc1
(48) COc1ccc(-c2nc(-c3ccccc3OC)no2)cc1OC

assay / compound	41	42	43	44	45	46	47	48
HTT aggregate	-4.7%	1.7%	-6.6%[9.22 µM]	-11.1%	6.7%	-14.7%	-3.0%	-8.0%
HTT ATP protect	-7.8%[1.9 µM]	-14.5%[10 µM]	-6.9%[10 µM]	8.9%[10 µM]	-13.6%	-2.6%[10 µM]	-14.8%[10 µM]	-41.3%[inhibitor]
CBFb RUNX1 block	2.2%	-2.6%	-1.3%	-4.5%	4.9%	-1.9%	4.3%	1.1%
GAA spleen mod	-5.6%	1.7%	-0.2%	-8.7%	-4.7%	5.1%	-4.3%	1.2%
GAA glycogen mod	-0.5%	-0.2%	13.9%	12.0%	13.7%	4.7%	8.8%	-4.3%
Lamin A splicing	-6.0%	-14.2%	nt	?	?	-1.5%	-8.6%	-1.7%
GAA inh	3.5%	-6.0%	?	-0.5%	-7.3%	-3.0%	3.6%	-14.8%

Compound profiles, as listed above. Order of screens: HTT aggregate	HTT ATP protect	CBFb RUNX1 block	GAA spleen mod	GAA glycogen mod	Lamin A splicing	GAA inh
Profile of Cc1sc2nc(Cc3ccccc3)[nH]c(=O)c2c1-c1ccccc1 = -14.7%	-2.6%[10 µM]	-1.9%	5.1%	4.7%	-1.5%	-3.0%
Profile of Cc1ccc(-n2c(C)nnc2SCC(=O)Nc2ccccc2)cc1 = -4.7%	-7.8%[1.9 µM]	2.2%	-5.6%	-0.5%	-6.0%	3.5%
